Source: PubChem BioAssay
Cneo AK release: causes C. neoformans cell lysis | adenylate kinase release luminescence, 4 h; normalised: neutral wells 0, clomiphene wells 100 | lysis activity, % at 15 µM | 360,000 tested, 0.2% active;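 active = mean lysis activity across replicates of at least 80%, whatever share of replicates individually reach that level; inactive = mean lysis activity below 80%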
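Material – Cryptococcus neoformans yeast cells · Quantity – 5 × 10^6 yeast cells/mL · Buffer or medium – YPD medium · Compound – single dose · Timing – 4 h static compound exposure, 37 °C, read 1 h post-reagent · Signal – adenylate kinase release luminescence · Read-out basis – lysis from increased AK signal · Benchmarks – Clomiphene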
miR-122 sensor: inhibitors of miR-122 in Huh7 cells; Huh7 miR-122 Renilla luciferase sensor, 48 h; neutral wells = 0, positive control = 100; 340,000 tested, 0.3% active; activation (reporter increase), % at 12.5 µM; AID 602342;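 active = mean replicate activation score at least 90 and every replicate individually at or above 90; inconclusive = only one of the two criteria met; inactive = neither criterion met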;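 also: higher luciferase means less miR-122 activity so hits act as miR-122 inhibitors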
Starred values were filed as active, the others as inactive; ? = inconclusive; · = no result given. This is a subset (hit frequency here may not be typical).

SMILES | Cneo AK release | miR-122 sensor
CS(=O)(=O)n1nc(-c2ccccc2)nc1N | · | -0.1
Cc1ccc(S(=O)(=O)Nc2ccc(=O)n(Cc3ccc(Cl)c(Cl)c3)c2)cc1 | · | 17.5
Cc1sc2nc(SCC(=O)NCc3ccco3)n(C)c(=O)c2c1C | · | -2.8
CC(=O)Nc1ccc(S(=O)(=O)Nc2cccc(NC(=O)C(C)(C)C)c2)cc1 | · | 34.3
Cc1cc(C)nc(NS(=O)(=O)c2ccccc2)n1 | · | 1.4
Cc1ccc(C(NC(=O)N2CCOCC2)=C(Cl)Cl)cc1F | · | 0.3
COc1ccc(CCN(Cc2cc3cc(C)c(C)cc3nc2Cl)C(=O)C2CC2)cc1 | · | -3.9
CCCC/C(O)=C1\C(=O)CC(C)(C)CC1=Nc1ccc(OC)cc1 | · | -6.4
COCCn1c(SCC(=O)c2[nH]c(C)c(C(C)=O)c2C)nc2ccccc21 | · | 3.3
CCOC(=O)Cc1cc(=O)n2[nH]c(-c3ccc(Cl)cc3)cc2n1 | · | 8.2
Cc1ccc(CNC(=O)c2cc3c(=O)n4ccccc4nc3n(CC3CCCO3)c2=N)cc1 (stereo not drawn) | · | 24.7
CCOC(=O)Nc1ccc2c(c1)N(C(=O)C(C)N1CCCC1)c1ccccc1CC2 (stereo not drawn) | · | -1.8
CC(C)(C)CC(=O)N[C@@H](Cc1ccccc1)c1nc2ccccc2[nH]1 | · | -8.2
COC(=O)c1[nH]c2ccccc2c1NC(=O)CN1CCCc2ccccc21 | · | ?
CCN=C1SC(C(=O)Nc2ccccc2)CC(=O)N1CC (stereo not drawn) | · | -2.6
S=c1[nH]nc(-c2ccncc2)n1Cc1ccccc1 | · | -4.5
c1ccc(OCCCn2nnc(-c3ccncc3)n2)cc1 | · | -5.8
COc1ccc(/C=N/NC2=NCCCCC2)cc1 | · | 5.3
Nc1ccc(S(=O)(=O)Nc2ccc(S(N)(=O)=O)cc2)cc1 | · | 2.2
O=C(O)c1ccc2oc(SCC(=O)N3CCCCC3)nc2c1 | · | -16.1
Cc1nc(CCNS(=O)(=O)c2cccs2)cs1 | -1.6 | ·
COc1cccc2cc(C(=O)NCc3ccccn3)c(=O)oc12 | -3.5 | ·
COc1ccccc1N1CCN(CC(=O)c2ccc3ccn(C(C)=O)c3c2)CC1 | 1.2 | ·
CN1C(=O)C2(NCCc3c2[nH]c2ccccc32)c2ccccc21 (stereo not drawn) | -0.9 | ·
COC(=O)c1ccc(NC(=O)Nc2ccc(F)cc2)cc1 | -1.3 | ·
C#CCOCCOCCOCCNc1nc(N2CCN(C(=O)C(Cc3cc4ccccc4[nH]3)n3cc(C(N)C(C)CC)nn3)CC2)nc(N2CCN(C(=O)C(Cc3cc4ccccc4[nH]3)n3cc(C(N)C(C)CC)nn3)CC2)n1 (stereo not drawn) | 0.5 | ·
COc1ccc(CC(=O)Nc2ccc(-c3csc(C)n3)cc2)cc1 | -0.8 | ·
COc1ccc(C2/C(=C(/O)c3ccccc3)C(=O)C(=O)N2C)cc1 (stereo not drawn) | -1.8 | ·
O=c1cc(-c2ccc(O)c(O)c2)oc2cc(O[C@@H]3O[C@H](CO)[C@@H](O)[C@H](O)[C@H]3O)cc(O)c12 | -2.4 | ·
O=C(NC(=S)NNC(=O)c1ccccc1[N+](=O)[O-])c1ccccc1 | 0.7 | ·
COc1ccc(/C=C2\SC(=S)N(CCC(=O)Nc3ccc(C(=O)O)cc3)C2=O)cc1OC | -1.0 | ·
CCCCn1c(=O)n(CC(=O)Nc2ccc(OC)c(Cl)c2)c(=O)c2c1nc(CO)n2CCC | -1.0 | ·
CC(C)(C)OC(=O)N[C@@H](CCCCNC(=O)OCc1ccccc1)c1nnc([C@H](CCCCNC(=O)OCc2ccccc2)NC(=O)OC(C)(C)C)o1 | 0.4 | ·
CCOC(=O)N1CCN(C(=O)CCN2C(=O)/C(=C\c3ccccc3OC)SC2=S)CC1 | 4.3 | ·
Cc1ccc2cc(CN(CCN3CCCC3)C(=O)Nc3ccc(F)cc3)c(=O)[nH]c2c1C | 3.3 | ·
COc1ccc(C2C(C#N)=C(N)OC3=C2C(=O)CCC3)cc1Cn1nc(C)c([N+](=O)[O-])c1C (stereo not drawn) | -3.4 | ·
N#Cc1ccc(Nc2nc(-c3ccc(O)cc3O)cs2)cc1C(F)(F)F | -1.9 | ·
COc1ccc(C2=CC3=C(Br)C(=O)C(C)(O)C(=O)C3=CO2)cc1 (stereo not drawn) | 1.3 | ·
C#CCOCCOCCOCCNc1nc(N2CCN(C(=O)CCCCCCCCCCNC(=O)[C@H]([C@@H](C)CC)n3cc(CCCCCN)nn3)CC2)nc(N2CCN(C(=O)CCCCCCCCCCNC(=O)[C@H](CCCCN)n3cc(CCCC(=O)O)nn3)CC2)n1 | 4.5 | ·
CCOC(=O)C1CCN(c2cc(=O)n(C3CCCCC3)c(=O)[nH]2)CC1 | -1.4 | ·

2 compounds drawn at random from those above:
SMILES | Cneo AK release | miR-122 sensor
COc1ccc(C2=CC3=C(Br)C(=O)C(C)(O)C(=O)C3=CO2)cc1 (stereo not drawn) | 1.3 | ·
COc1ccc(C2C(C#N)=C(N)OC3=C2C(=O)CCC3)cc1Cn1nc(C)c([N+](=O)[O-])c1C (stereo not drawn) | -3.4 | ·

Following part
SMILES | Cneo AK release | miR-122 sensor
COc1ccc(-n2c(C)c(C(C)=O)c(C(C)=O)c2C)cc1OC | 3.5 | ·
O=C(NCCN1CCOCC1)c1cc2ccccc2[nH]1 | 3.7 | ·
Nc1c(N(CCC2=CCCCC2)C(=O)COc2ccc(F)cc2)c(=O)[nH]c(=O)n1Cc1ccccc1 | 1.5 | ·
CCOC(=O)CNC(=O)CNC(=O)c1ccc(OCC(C)C)cc1 | -1.6 | ·
CCc1nc(N[C@@H](Cc2c[nH]c3ccccc23)C(=O)O)c2oc3ccccc3c2n1 | 1.5 | ·
Cc1cccc(-c2nc3c(c(SCC(=O)N4CCOCC4)n2)Cc2c(CO)cnc(C)c2O3)c1 | 1.0 | ·
CC(C)Oc1ccc(C2CC(=O)N(c3ccc(N(C)C)cc3)C2=O)cc1 (stereo not drawn) | -1.9 | ·
Cc1ccccc1N1CCN(c2ncnc3c2cnn3Cc2ccc(Cl)cc2)CC1 | 8.5 | ·
O=C(C1CCN(c2nnc(N3CCCC3=O)s2)CC1)N1CCN(Cc2ccc3c(c2)OCO3)CC1 | -0.9 | ·
Cc1cc(C(=O)NCc2cccc(Cl)c2)c2ccccc2n1 | 1.5 | ·
Cc1cccc(COCC(Cc2ccccc2)N2CCN(C(=O)c3ccc(C(F)(F)F)cc3)CCC2=O)c1 (stereo not drawn) | 4.5 | ·
Cc1ccccc1NC(=O)CSc1nnnn1C | -3.6 | ·
COc1ccc2[nH]c(=O)c(CN(CCCN3CCOCC3)C(=O)NCc3ccccc3)cc2c1 | -1.1 | ·
COc1ccc2[nH]c(=O)c(CN(Cc3ccc(C)cc3)Cc3nnnn3CC3CCCO3)cc2c1 (stereo not drawn) | -3.1 | ·
Cc1cccc(N2CCN(C(=O)c3cc4n(n3)C(C(F)(F)F)CC(c3ccco3)N4)CC2)c1C (stereo not drawn) | -0.5 | ·
CC(C)(C)c1cc2ncnc(N3CCCCC3)c2s1 | 12.9 | ·
O=C(c1ccc(-n2cnnn2)cc1)N1CCN(C(c2ccccc2)c2ccccc2)CC1 | 6.2 | ·
COc1cccc(C(=O)NCC(=O)n2nc(C)cc2C)c1 | -0.4 | ·
COc1ccc(NC(=O)c2cncc(Br)c2)c(S(=O)(=O)N2CCOCC2)c1 | 2.0 | ·
CCCN(CCC)CC(=O)Nc1cccc2c1OCO2 | -9.0 | ·
CCOc1ccccc1OCC(=O)O | 2.7 | ·
CSCC[C@H](NC(=O)NCc1ccc(F)cc1)C(=O)O | -2.4 | ·
O=C(C1CCN(S(=O)(=O)c2cccc3cccnc23)CC1)N1CCN(C2CCCCC2)CC1 | 0.3 | ·
CC(C)OC(=O)CN1C(=O)c2ccccc2C1=O | 3.2 | ·
COc1cccc(-c2cn3nc4c(nc3n2)CCCC4)c1 | -2.7 | ·
O=C(CSc1nc(-c2ccco2)cc(C(F)(F)F)n1)N1CCN(c2ccc(Cl)cc2)CC1 | 1.5 | ·
CC1NC(=O)N(C)C2NC(=O)N(C)C(c3ccccc3)C12 (stereo not drawn) | 0.5 | ·
COCCNC(=O)CNS(=O)(=O)c1ccc2nc(C)sc2c1 | -1.7 | ·
COC(=O)CSc1nc(N)c2c3c(sc2n1)CCCC3 | -8.1 | ·
O=C(Nc1ccccc1F)N(CCCN1CCOCC1)Cc1cc2cc3c(cc2[nH]c1=O)OCCO3 | -0.3 | ·
COc1cc(C(=O)N2CCC(C(=O)Nc3cccc(C(C)=O)c3)CC2)cc(OC)c1OC | -2.5 | ·
Cc1ccccc1C(=O)N1CCN(c2ccc(NC(=O)c3ccco3)cc2Cl)CC1 | 1.1 | ·
COC(=O)c1cc(Br)c(=O)n(Cc2ccc(C(=O)O)cc2)c1 | -0.9 | ·
CC(C)Oc1ccc(-c2cc(C(=O)NCCN3CCOCC3)c3ccccc3n2)cc1 | -3.3 | ·
CC(C)(C)C1CCc2nc(NC(=O)Cc3cn4ccsc4n3)sc2C1 (stereo not drawn) | -4.6 | ·
CC(=O)NCCc1nc2cc(NC(=O)c3cccc([N+](=O)[O-])c3)ccc2n1C | -1.5 | ·
COc1ccc(C2C(C#N)=C(N)Oc3n[nH]c(-c4ccccn4)c32)c(OC)c1OC (stereo not drawn) | 2.0 | ·
Cc1ccc(-c2nn(C)c(=O)c3ccccc23)cc1CNS(C)(=O)=O | -2.3 | ·
Cc1noc(C)c1COc1ccc(C(=O)OCC(=O)NC23CC4CC(CC(C4)C2)C3)cc1 | 4.5 | ·
CCOC(=O)c1[nH]c(C)c(C(=O)Nc2ccc3c(c2)CCC3)c1C | 0.9 | ·
CN(C)CCCOC(=O)Cc1ccc(Cl)cc1 | 4.8 | ·
COc1ccc(S(=O)(=O)NCC(c2cccnc2)N2CCN(c3ccccc3OC)CC2)cc1C (stereo not drawn) | 0.1 | ·
CCCS(=O)(=O)c1c(S(=O)(=O)CCC)c2c(C)cccn2c1C(N)=O | -0.6 | ·
O=C(NCc1ccco1)c1ccc2snnc2c1 | 0.2 | ·
COc1cc2ccnc(C=O)c2cc1OC | -1.7 | ·
Clc1ccccc1Sc1cnc2ccccc2n1 | -4.2 | ·
CCOc1ccc(C2C(C(=O)c3ccco3)=C(O)C(=O)N2Cc2cccnc2)cc1OC (stereo not drawn) | 4.4 | ·
N#Cc1ccc(COc2ccc(CCO)cc2-n2nc3ccccc3n2)cc1 | -0.8 | ·
CCOC(=O)N1CCN(C(=O)c2ccc3c(SCC(=O)O)c4c(nc3c2)CCCC4)CC1 | 0.9 | ·
Cc1nn2cnc3sc4c(c3c2nc1=O)CCCC4 | -1.5 | ·
CCOc1ccc(NC(=O)CCNC(=O)Cn2ccc3ccccc3c2=O)cc1 | 4.5 | ·
Cc1cc(=O)n(CCC(=O)O)c2ccccc12 | 0.2 | ·
C(=N\n1cnnc1)/c1ccc(-c2ccccc2)cc1 | -5.5 | ·
Oc1c(Cl)cccc1C=Nc1cc(C(F)(F)F)ccc1N1CCCC1 | -1.4 | ·
CCCCCC#CCC#CCC#CCC#CCCCC(=O)O | 0.8 | ·
CCCCCOC(=O)C1[C@H]2C(=O)N(c3ccccc3CC)C[C@]23C=C[C@H]1O3 (stereo partly drawn) | -0.4 | ·
O=c1c2cnn(-c3ccccc3)c2ncn1Cc1ccccn1 | 0.9 | ·
Cc1cc(NCCCN)nc(-c2ccccc2O)n1 | -0.3 | ·
NC(=O)CSc1nnc(-c2cnccn2)n1-c1ccccc1 | 0.0 | ·

Of the compounds above, these have an NH in an aromatic ring.
SMILES | Cneo AK release | miR-122 sensor
COCCn1c(SCC(=O)c2[nH]c(C)c(C(C)=O)c2C)nc2ccccc21 | · | 3.3
CCOC(=O)Cc1cc(=O)n2[nH]c(-c3ccc(Cl)cc3)cc2n1 | · | 8.2
CC(C)(C)CC(=O)N[C@@H](Cc1ccccc1)c1nc2ccccc2[nH]1 | · | -8.2
COC(=O)c1[nH]c2ccccc2c1NC(=O)CN1CCCc2ccccc21 | · | ?
S=c1[nH]nc(-c2ccncc2)n1Cc1ccccc1 | · | -4.5
CN1C(=O)C2(NCCc3c2[nH]c2ccccc32)c2ccccc21 (stereo not drawn) | -0.9 | ·
C#CCOCCOCCOCCNc1nc(N2CCN(C(=O)C(Cc3cc4ccccc4[nH]3)n3cc(C(N)C(C)CC)nn3)CC2)nc(N2CCN(C(=O)C(Cc3cc4ccccc4[nH]3)n3cc(C(N)C(C)CC)nn3)CC2)n1 (stereo not drawn) | 0.5 | ·
Cc1ccc2cc(CN(CCN3CCCC3)C(=O)Nc3ccc(F)cc3)c(=O)[nH]c2c1C | 3.3 | ·
CCOC(=O)C1CCN(c2cc(=O)n(C3CCCCC3)c(=O)[nH]2)CC1 | -1.4 | ·
O=C(NCCN1CCOCC1)c1cc2ccccc2[nH]1 | 3.7 | ·
Nc1c(N(CCC2=CCCCC2)C(=O)COc2ccc(F)cc2)c(=O)[nH]c(=O)n1Cc1ccccc1 | 1.5 | ·
CCc1nc(N[C@@H](Cc2c[nH]c3ccccc23)C(=O)O)c2oc3ccccc3c2n1 | 1.5 | ·
COc1ccc2[nH]c(=O)c(CN(CCCN3CCOCC3)C(=O)NCc3ccccc3)cc2c1 | -1.1 | ·
COc1ccc2[nH]c(=O)c(CN(Cc3ccc(C)cc3)Cc3nnnn3CC3CCCO3)cc2c1 (stereo not drawn) | -3.1 | ·
O=C(Nc1ccccc1F)N(CCCN1CCOCC1)Cc1cc2cc3c(cc2[nH]c1=O)OCCO3 | -0.3 | ·
COc1ccc(C2C(C#N)=C(N)Oc3n[nH]c(-c4ccccn4)c32)c(OC)c1OC (stereo not drawn) | 2.0 | ·
CCOC(=O)c1[nH]c(C)c(C(=O)Nc2ccc3c(c2)CCC3)c1C | 0.9 | ·
